# HEK293 NOD2/NF-kB = NOD2 signaling inhibitors, cell-based, luminescence, uHTS, HEK293 (AID 1566); inhibition, % at 4 µM; hits with a dose series show EC50 in µM; HEK293 NOD2/NF-kB luciferase reporter, luminescence; higher % means a stronger effect; actives 0.63% (n = 290,000); note: many of its hits are not listed in these tables
# SIAH1 antagonists = blockers of Siah-1 interaction with plectin peptide – biochemical, fluorescence polarization, rhodamine-plectin, uHTS, primary screen (AID 1817) | Siah-1 / rhodamine-plectin peptide fluorescence polarization; higher % means a stronger effect | one-dose displacement, % at 20 µM; IC50 in µM for titrated hits | actives 0.02% (n = 290,000);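 active = displacement of at least 50% at 20 µM, with a fluorescence ratio check between 0.3 and a set limit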;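 note: plate controls were Siah plus tracer with DMSO for no effect and tracer alone without Siah for full effect; strong numbers were not always called active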
# KOR beta-arrestin-1 = kappa opioid receptor activators – cell-based, luminescence, uHTS, primary screen (AID 1777) | KOR beta-arrestin recruitment, luminescence; higher % means a stronger effect | activation, % at 10 µM, or EC50 in µM where a hit was titrated | actives 0.02% (n = 280,000); in the data active = activation above about 50%, passing the limit was not always enough; note: a part of the inactive calls stands beside numbers as strong as those of hits
# HIV peptide binding = inhibitors of HIV fusion peptide binding, primary screen, biochemical, uHTS, fluorescence dequenching (AID 1986); cell-free peptide binding, fluorescence dequenching, 30 min; higher % means a stronger effect; inhibition, % at 20 µM; hits with a dose series show IC50 in µM; actives 0.3% (n = 290,000); in the data active = inhibition mostly above about 52%, no sharp cut-off; inactive = mostly below about 76%; note: some results filed as inactive read as strong as hits
# Myeloid diff MLP = compounds promoting myeloid differentiation; ER-HoxA9 myeloid progenitors, lysozyme-GFP differentiation, flow cytometry; calls only at 10 µM; actives 1% (n = 360,000); AID 624256;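 active = normalized GFP-positive differentiation at or above the plate's own cutoff, the solvent-only control mean plus 3 SD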;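 note: cells exposed to compound for four days before flow analysis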
# Salmonella PhoP GFP = inhibitors of PhoP regulon expression, primary screen, Salmonella Typhimurium, GFP reporter (AID 1863) | inhibition, % at 50 µM, or IC50 in µM where a hit was titrated | S. Typhimurium PhoP-regulated promoter GFP reporter, 4 h; higher % means a stronger effect | actives 0.16% (n = 300,000);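 active = inhibition over 29.93%, a cutoff 3 SD above the screen mean, later confirmed by dose response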;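 note: 0% = low Mg2+ inducing control and 100% = high Mg2+ repressing control; strong numbers were not always called active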
# NOD1 inhibition = inhibition of NOD1-driven NF-kB reporter – cell-based, luminescence, uHTS, primary screen (AID 1578); NOD1-driven NF-kB luciferase reporter cells, luminescence; higher % means a stronger effect; one-dose inhibition, % at 4 µM; EC50 in µM for titrated hits; actives 1% (n = 290,000); in the data active = inhibition mostly above about 36%, no sharp cut-off; inactive = mostly below about 34%;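 note: HEK-293T reporter cells stimulated with the NOD1 agonist gamma-tri-DAP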
# KOR beta-arrestin-2 = kappa opioid receptor blockers – cell-based, luminescence, uHTS (AID 1778) | KOR beta-arrestin recruitment, luminescence, antagonist mode; higher % means a stronger effect | inhibition, % at 10 µM; hits with a dose series show IC50 in µM | actives 0.091% (n = 290,000); note: strong numbers were not always called active
# LYP inhibition = PTPN22 lymphoid phosphatase activity blockers – biochemical, fluorescence intensity, uHTS (AID 1779); recombinant LYP phosphatase, fluorescence intensity; higher % means a stronger effect; inhibition, % at 11.5 µM; hits with a dose series show IC50 in µM; actives 0.054% (n = 290,000);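 note: plate controls were vehicle with enzyme for no effect and no enzyme for full effect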
# Myeloid diff MLP GFP+ MAC1+ % = second read-out of Myeloid diff MLP, no call of its own (marks repeat the call); GFP+ MAC1+ double positive, %; measured here: differentiation confirmed by MAC1 staining
# * hit, by the source's call; i = inactive; · = no result given; + = active, no number; [ ] = another dose, or the depositor's remark. Cut-off read from the data, not from the text of the source, unless noted: active = inhibition above about 50%; inactive = the rest.
# The line under a structure holds: HEK293 NOD2/NF-kB, SIAH1 antagonists, KOR beta-arrestin-1, HIV peptide binding, Myeloid diff MLP, Myeloid diff MLP GFP+ MAC1+ %, Salmonella PhoP GFP, NOD1 inhibition, KOR beta-arrestin-2, LYP inhibition
- Cc1c(CC(=O)O)c(=O)oc2c(C)c(OCc3ccc(F)cc3F)ccc12
  -5%, 8%, -2.0%, 2.9%, i, 0.8, 14%, -12%, 4%, -5%
- Cc1ccc(C(=O)NCCNS(C)(=O)=O)cc1
  -3%, -2%, -2.5%, -2.7%, i, 0.3, -7%, 6%, -18%, -10%
- O=[N+]([O-])c1ccc2n[nH]nc2c1
  11%, -1%, -6.9%, 0.1%, i, 0.3, -24%, 11%, 15%, -6%
- CCCCNS(=O)(=O)c1ccc2nc(SCC(=O)Nc3ccccc3Cl)[nH]c2c1
  -2%, -2%, -2.2%, 1.9%, i, 0.5, 29%, -13%, 0%, -4%
- CCN(CC)c1cc2nonc2c2nonc12
  7%, -2%, -2.1%, 1.3%, i, 3.6, 1%, 10%, -12%, -8%
- CN(C)S(=O)(=O)N1CCCC(C(=O)c2ccc(-c3ccccc3)cc2)C1 (stereo not drawn)
  9%, 0%, 6.9%, 1.4%, i, 0.1, 1%, -9%, -11%, -2%
- CC(=O)c1cn(CC(=O)Nc2ccccc2)c2ccccc12
  34%, -6%, -0.1%, -0.4%, i, 5.0, 4%, 25%, 33%, -3%
- Cc1ccc(C(=O)Cn2nnc3c(sc4nc5c(c(-c6ccccc6)c43)CCC5)c2=O)cc1
  -5%, 1%, 1.5%, -1.3%, i, 1.0, -2%, -5%, -39%, 5%
- Fc1ccccc1Cn1nnc2c(NCCc3ccccn3)ncnc21
  -9%, 3%, 3.2%, -3.1%, i, 3.1, 5%, -7%, 14%, -5%
- Cc1ccc(NC(=O)CSc2nc3[nH]ncc3c(=O)[nH]2)cc1
  -16%, -3%, -5.8%, 0.9%, i, 0.2, -2%, -19%, -11%, -10%
- S=C(NCc1ccco1)Nc1ccc(Br)cn1
  11%, 1%, 0.9%, -0.9%, i, 0.6, -3%, -10%, -4%, -4%
- Cc1ccc(C(=O)O)c(C(=O)Nc2nc(C)cs2)c1
  8%, 4%, -1.5%, -1.3%, i, 0.6, -12%, -3%, 1%, 0%
- CC1(C)Cc2c(sc3c2c(=N)n(Cc2ccco2)c(=O)n3CC(=O)Nc2ccc(Cl)cc2)CO1
  9%, -3%, -0.1%, 4.8%, i, 0.9, ·, 1%, 17%, 2%
- Cc1cc2nc(-c3cccnc3SCC(=O)NC(C)C)[nH]c2cc1C
  -39%, -2%, -3.7%, 0.8%, i, 0.4, 0%, -50%, -5%, 1%
- CCn1c(C)c(C(C)=O)c(N2CCN(c3ccccc3)CC2)nc1=S
  8%, -2%, ·, 64%, i, 0.7, -34%, 9%, 34%, -3%
- CCOc1ccc(NC(=S)N(CCc2c(C)[nH]c3ccc(C)cc23)Cc2ccncc2)cc1
  14%, -4%, 0.5%, -1.6%, +, 7.5*, 0%, -12%, -22%, 3%
- O=C(CN1CCOCC1)Nc1cccc(Br)c1
  -15%, 2%, 1.4%, 0.0%, i, 5.1, 3%, -18%, 11%, -7%
- CCCCOc1ccc(C(C)NC(=O)CCS(=O)(=O)Cc2ccccc2F)cc1 (stereo not drawn)
  11%, 7%, -1.4%, 1.4%, i, 0.8, -5%, -22%, -2%, -8%
- Cc1cccc(C)c1NC(=O)CSc1nnc(C)n1-c1ccccc1
  3%, -2%, 7.5%, -0.1%, i, 0.9, 4%, -22%, -32%, -3%
- CC(Oc1ccccc1)C(=O)Nc1oc(-c2ccco2)c(-c2ccco2)c1C#N (stereo not drawn)
  -2%, 45%, 5.1%, 76%*, i, 0.3, -7%, -10%, 9%, 0%
- Cc1ccc([N+](=O)[O-])cc1N=Cc1ccc(Br)s1
  15%, 1%, 0.4%, -1.7%, i, 1.0, 0%, -29%, 24%, -6%
- Cc1ccccc1CN1C(=O)CS/C1=N/N=C/c1ccco1
  -160%, -2%, -4.0%, 0.4%, i, 0.6, 3%, -2%, 24%, -6%
- COC1=C(N2CCOCC2)C(=O)c2ccccc2C1=O
  14%, 1%, -7.6%, 0.4%, i, 0.2, 10%, -11%, 10%, -9%
- CC(C)(/C=N/O)/[N+]([O-])=C/c1ccccc1C(F)(F)F
  -17%, -3%, -1.0%, -2.5%, i, 1.4, 13%, -4%, 12%, -6%
- Cc1cc(C)n2nc(SCCCC(=O)c3ccccc3)nc2n1
  16%, -3%, -2.3%, -1.8%, i, 0.0, -8%, -20%, -23%, -6%
- COc1cccc(C2Nc3ccc4ccccc4c3C3=C2C(=O)CC(C)(C)C3)c1OCC(=O)O (stereo not drawn)
  11%, -3%, 3.0%, 5.1%, i, 0.0, 11%, -1%, -17%, -6%
- COc1ccc(S(=O)(=O)N(C)c2ccc(C(=O)NCC3CCCO3)cc2)cc1 (stereo not drawn)
  12%, 3%, 3.3%, -0.7%, i, 1.7, 16%, -9%, 16%, -5%
- COC(=O)CNC(=O)CN1C(=O)N(c2ccccc2)C(N(O)C(=O)Nc2ccccc2)C1(C)C (stereo not drawn)
  -7%, -4%, -2.1%, -1.2%, i, 1.3, 5%, ·, 31%, -1%
- COc1ccc(-n2c(Cn3c(=O)sc4ccccc43)nnc2SC)cc1
  12%, 21%, 0.2%, -0.1%, i, 1.1, -7%, -21%, 22%, -2%
- CCOc1cc(C(=O)NCC(C)CN(C)C)cc(OCC)c1OCC (stereo not drawn)
  -4%, -5%, 3.0%, 1.4%, i, 6.4, -12%, -11%, -44%, 6%

# Complete entries as entered above:
# CC(C)(/C=N/O)/[N+]([O-])=C/c1ccccc1C(F)(F)F is entered as HEK293 NOD2/NF-kB: -17%; SIAH1 antagonists: -3%; KOR beta-arrestin-1: -1.0%; HIV peptide binding: -2.5%; Myeloid diff MLP: i; Myeloid diff MLP GFP+ MAC1+ %: 1.4; Salmonella PhoP GFP: 13%; NOD1 inhibition: -4%; KOR beta-arrestin-2: 12%; LYP inhibition: -6%
# COC1=C(N2CCOCC2)C(=O)c2ccccc2C1=O is entered as HEK293 NOD2/NF-kB: 14%; SIAH1 antagonists: 1%; KOR beta-arrestin-1: -7.6%; HIV peptide binding: 0.4%; Myeloid diff MLP: i; Myeloid diff MLP GFP+ MAC1+ %: 0.2; Salmonella PhoP GFP: 10%; NOD1 inhibition: -11%; KOR beta-arrestin-2: 10%; LYP inhibition: -9%
# Cc1cc(C)n2nc(SCCCC(=O)c3ccccc3)nc2n1 is entered as HEK293 NOD2/NF-kB: 16%; SIAH1 antagonists: -3%; KOR beta-arrestin-1: -2.3%; HIV peptide binding: -1.8%; Myeloid diff MLP: i; Myeloid diff MLP GFP+ MAC1+ %: 0.0; Salmonella PhoP GFP: -8%; NOD1 inhibition: -20%; KOR beta-arrestin-2: -23%; LYP inhibition: -6%

# Arranged by the number under Myeloid diff MLP GFP+ MAC1+ % (largest number first): some entries from above
Structure	Myeloid diff MLP GFP+ MAC1+ %
COc1ccc(S(=O)(=O)N(C)c2ccc(C(=O)NCC3CCCO3)cc2)cc1 (stereo not drawn)	1.7
COC(=O)CNC(=O)CN1C(=O)N(c2ccccc2)C(N(O)C(=O)Nc2ccccc2)C1(C)C (stereo not drawn)	1.3
COc1ccc(-n2c(Cn3c(=O)sc4ccccc43)nnc2SC)cc1	1.1
COC1=C(N2CCOCC2)C(=O)c2ccccc2C1=O	0.2

# Further entries follow.
# Labels used below – A = HEK293 NOD2/NF-kB; B = SIAH1 antagonists; C = KOR beta-arrestin-1; D = HIV peptide binding; E = Myeloid diff MLP; F = Myeloid diff MLP GFP+ MAC1+ %; G = Salmonella PhoP GFP; H = NOD1 inhibition; I = KOR beta-arrestin-2; J = LYP inhibition
mol: CCCCc1ccc(N=N/C(C(=O)Nc2cc(OC)c(NC(C)=O)cc2OC)=C(/C)O)cc1
  A = 11%; B = -2%; C = 5.5%; D = 1.6%; E = i; F = 0.3; G = 7%; H = -11%; I = -10%; J = 1%
mol: CCOc1cccc(-c2nn3c(-c4ccco4)nnc3s2)c1
  A = -4%; B = 6%; C = -1.8%; D = -1.6%; E = i; F = 0.5; G = -1%; H = -80%; I = 0%; J = -2%
mol: Cn1c(=O)[nH]c(=O)c2c1nc(SCCN1CCOCC1)n2Cc1ccccc1
  A = 6%; B = 5%; C = -6.8%; D = -0.2%; E = i; F = 0.4; G = -6%; H = -10%; I = 34%; J = -3%
mol: COC(=O)c1ccc(C(=O)Nc2nc3cc(N)c(C)cc3s2)cc1
  A = 12%; B = -3%; C = -0.2%; D = -1.7%; E = i; F = 0.5; G = 3%; H = 1%; I = 3%; J = -6%
mol: Cc1cc2c(cc1C)-c1nnnn1C(C)(C)C2
  A = -5%; B = 0%; C = -1.6%; D = -2.4%; E = i; F = 3.9; G = -9%; H = ·; I = 24%; J = 2%
mol: CS(=O)(=O)N(CC(=O)NCc1ccco1)c1ccc(Cl)c(C(F)(F)F)c1
  A = 8%; B = -4%; C = 2.0%; D = 4.1%; E = i; F = 0.4; G = -7%; H = 1%; I = 9%; J = 1%
mol: COC(=O)c1ccc(C(=O)OC)c(NC(=O)/C=C/C(=O)O)c1
  A = -10%; B = -3%; C = 1.3%; D = -0.8%; E = i; F = 0.0; G = -5%; H = -6%; I = 10%; J = -8%
mol: COc1ccccc1-c1nc(C#N)c(N2CCN(Cc3ccccc3)CC2)o1
  A = -21%; B = -6%; C = -1.9%; D = -3.3%; E = i; F = 0.9; G = 2%; H = 14%; I = -64%; J = -1%
mol: CC1CCN(S(=O)(=O)c2ccc(C(=O)OCc3ccc4c(c3)OCO4)cc2)CC1
  A = -19%; B = -8%; C = 31%; D = -1.5%; E = i; F = 4.7; G = 0%; H = -25%; I = ·; J = -3%
mol: Cc1ccc(C(C)C)c(Oc2nnnn2-c2ccccc2)c1
  A = 11%; B = -1%; C = 3.7%; D = -1.7%; E = i; F = 9.0; G = 13%; H = 7%; I = 24%; J = -8%
mol: OCC1(CCOc2ccccc2)CCN(Cc2cn[nH]c2-c2ccccc2)CC1
  A = 12%; B = 5%; C = ·; D = 0.7%; E = i; F = 0.3; G = 1%; H = -31%; I = 5%[20 µM]; J = -6%
mol: CCN(CC)c1ccc(NC(=O)Cn2nnc(-c3cccc(OC)c3OC)n2)c(C)c1
  A = 11%; B = 1%; C = -5.0%; D = -2.2%; E = i; F = 0.8; G = -3%; H = -6%; I = -13%; J = -4%
mol: CCC1CCCCN1CCCNC(=O)Cn1c2ccccc2c2nc(=O)cc(C)n21 (stereo not drawn)
  A = -2%; B = -2%; C = 5.5%; D = 0.8%; E = i; F = 5.4; G = -3%; H = 2%; I = -2%; J = -5%
mol: COC(=O)c1ccc(/C=N/NC(=O)c2ccccc2Cl)cc1
  A = -4%; B = -1%; C = -2.7%; D = 11%; E = i; F = 0.6; G = -1%; H = -6%; I = -8%; J = 2%
mol: COc1ccc(NC(=S)Nc2ccc(S(N)(=O)=O)cc2)c(C)c1
  A = 14%; B = 4%; C = -0.7%; D = -2.6%; E = i; F = 0.5; G = -1%; H = -11%; I = -1%; J = -4%
mol: Cc1ccccc1NS(=O)(=O)c1ccc2c(c1)n(C)c(=O)n2C
  A = 11%; B = -3%; C = -0.8%; D = 0.6%; E = ·; F = ·; G = 4%; H = -15%; I = 8%; J = -11%

# Compound activity deposited in PubChem by several laboratories.

# Some of the compounds tested; rates above refer to the full screens.
